# Source: PubChem BioAssay (several laboratories)
# CAL PDZ FP-1 = CAL PDZ (human) peptide binding inhibition | Q9HD26 | purified CAL PDZ, TMR-peptide fluorescence polarization, 1 h | inhibition, % at 24.9 µM | 0.92% of 300,000 active | AID 602252;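 active = mean inhibition of at least 30% with at least half of replicates also reaching 30%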;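 also: 0% = DMSO neutral control and 100% = excess unlabeled competitor peptide PRC23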
# CAL PDZ FP-2 = blocks peptide binding to human CAL PDZ domain; Q9HD26; purified CAL PDZ, TMR-peptide fluorescence polarization, 1 h; inhibition, % at 20 µM; 0.02% of 330,000 active; AID 504414;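 active = highest replicate inhibition of at least 40%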;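 also: plate controls were DMSO neutral control wells for no effect and unlabeled competitor peptide control wells for full effect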
#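 Material: tagged CAL PDZ domain; buffer or medium: 25 mM sodium phosphate pH 7.4, 150 mM NaCl, TCEP, IgG, Thesit; compound dosing: single point, 20 µM; schedule: 1 h incubation at room temperature before polarization reading; measured by: FP readout, S and P plane fluorescence; read-out basis: percent inhibition from loss of millipolarization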
# LANA DNA inh = inhibitors of KSHV LANA C-terminal domain DNA binding; inhibition, % at 9 µM; 0.078% of 340,000 active; MBP-C-LANA/FAM-LBS DNA binding, fluorescence polarization;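 active = highest replicate inhibition at or above 60% at 9 µM, even if other replicates fall short; inactive = all replicates below 60% inhibition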;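 also: 0% = neutral control wells and 100% = 4 µM acridine orange control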
# Rtt109 Vps75 = C. albicans Rtt109 histone acetyltransferase inhibition; Q5AAJ8; purified Rtt109/Vps75, ThioGlo CoA-SH fluorescence, 4 h; inhibition, % at 34.9 µM; 0.16% of 330,000 active;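 active = inhibition of at least 50% in every replicate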
# Target sequence (Q5AAJ8 whole entry, looked up): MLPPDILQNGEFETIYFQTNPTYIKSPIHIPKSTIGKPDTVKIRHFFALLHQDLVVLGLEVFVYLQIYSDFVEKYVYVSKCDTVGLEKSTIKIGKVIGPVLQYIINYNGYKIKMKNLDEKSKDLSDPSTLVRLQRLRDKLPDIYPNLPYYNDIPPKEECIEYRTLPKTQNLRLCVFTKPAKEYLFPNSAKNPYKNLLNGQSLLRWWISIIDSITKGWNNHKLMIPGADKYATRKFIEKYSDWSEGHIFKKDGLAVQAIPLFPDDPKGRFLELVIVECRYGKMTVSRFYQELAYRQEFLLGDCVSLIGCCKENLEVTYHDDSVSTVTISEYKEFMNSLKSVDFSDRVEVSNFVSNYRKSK
# Keap1 Nrf2 FP = disrupts human Keap1 binding to Nrf2 peptide. Q14145. Keap1 Kelch-Nrf2 peptide fluorescence polarization, 1536-well. inhibition, % at 9.4 µM. 0.15% of 340,000 active; in the data active = inhibition above about 12%;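 also: human Keap1 Kelch domain with fluorescein labeled Nrf2 9mer peptide probe; 0% = neutral control wells and 100% = peptide positive control; higher means more block of Keap1 binding to Nrf2 peptide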
# Target sequence (Q14145 whole entry, looked up, the tested form may be a part): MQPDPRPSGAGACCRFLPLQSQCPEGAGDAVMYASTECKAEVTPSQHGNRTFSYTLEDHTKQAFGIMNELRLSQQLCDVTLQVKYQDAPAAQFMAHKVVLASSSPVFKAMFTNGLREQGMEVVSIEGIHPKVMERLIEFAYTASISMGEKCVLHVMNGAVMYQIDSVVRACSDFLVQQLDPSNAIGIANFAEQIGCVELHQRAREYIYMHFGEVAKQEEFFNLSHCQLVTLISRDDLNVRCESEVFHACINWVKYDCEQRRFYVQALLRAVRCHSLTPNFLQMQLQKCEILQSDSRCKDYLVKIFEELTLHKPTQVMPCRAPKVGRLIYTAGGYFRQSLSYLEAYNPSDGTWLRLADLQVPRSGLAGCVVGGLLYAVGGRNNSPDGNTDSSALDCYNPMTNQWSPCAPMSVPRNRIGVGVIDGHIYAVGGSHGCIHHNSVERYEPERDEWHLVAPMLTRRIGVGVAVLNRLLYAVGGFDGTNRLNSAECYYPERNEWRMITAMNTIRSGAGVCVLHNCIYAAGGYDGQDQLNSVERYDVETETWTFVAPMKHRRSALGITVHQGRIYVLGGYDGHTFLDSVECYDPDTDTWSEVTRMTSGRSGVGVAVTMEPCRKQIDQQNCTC
# PKA-R2B act = PKA-R2B complex activation; PKA-R2B holoenzyme dissociation, Cy5-IP20 fluorescence polarization; R2B truncated from residue 108, S112A mutant; 0% DMSO only, 100% 113 µM cGMP; AID 504700; 0.079% of 340,000 active; activation, % at 11.4 µM;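 active = activation above a cutoff set at the mean over all compounds plus 3 SD, cut at about 18% in these data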;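 also: higher means more holoenzyme dissociation and a rise in polarization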
# RTF Ca sens act = increases calcium sensitivity of human cardiac regulated thin filaments | 0.24% of 340,000 active | activation, % at 7.2 µM | IANBD-labeled TnC RTF fluorescence at EC20 calcium; 0% EC20 calcium, 100% full calcium | P19429+P45379;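 active = activation above the mean over all tested compounds plus 3 SD, cut at about 30% in these data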;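 also: rise in fluorescence read as greater calcium sensitivity of cardiac thin filaments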
# DAGLB inhibitor = diacylglycerol lipase beta (human) inhibition. AID 504411. HEK293T DAGLB membrane lysate, EnzChek fluorogenic substrate. 0.059% of 340,000 active. inhibition, % at 5.17 µM; in the data active = inhibition above about 34%;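 also: 0% = enzyme with vehicle and 100% = wells lacking enzyme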
# SR-BI uptake up = SR-BI HDL lipid transfer activation; CHO ldlA[mSR-BI] cells, DiI-HDL uptake fluorescence, 3 h; 100 = double the neutral-control signal; activation, % at 12.5 µM; 0.096% of 320,000 active; AID 504775;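 active = mean replicate activation of at least 60% and every replicate at or above 60%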;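 also: 0% = median plate neutral-control signal and 100% = twice that signal; values of inactives mirror those of a sister screen read the other way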
#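 Test system: SR-BI-overexpressing, LDLR-lacking CHO cells; Also added: labelled HDL, 10 µg/mL; Measured by: bottom-read cell fluorescence after medium removal, ex 550/em 595 nm; Timing: 3 h uptake period with compound, 37 °C; Buffer or medium: F12, 0.5% BSA, 25 mM HEPES; Doses: single compound concentration, delivered by pin transfer.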
# RTF Ca sens inh = cardiac RTF calcium desensitization | 0.12% of 340,000 active | P19429+P45379 | AID 493244 | inhibition, % at 7.15 µM | IANBD-labeled cardiac RTF, Ca2+ fluorescence;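 active = inhibition above the mean inhibition of all tested compounds plus 3 SD, cut at about 17% in these data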;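 also: assay run at fixed EC70 calcium of 1.6 mM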
# Active calls of the source: *; . = not tested or not shown.
SMILES,CAL PDZ FP-1,CAL PDZ FP-2,LANA DNA inh,Rtt109 Vps75,Keap1 Nrf2 FP,PKA-R2B act,RTF Ca sens act,DAGLB inhibitor,SR-BI uptake up,RTF Ca sens inh
CC(=O)N1c2ccc(S(=O)(=O)N3CCCC(C(=O)Nc4cc(C)cc(C)c4)C3)cc2CC1C (stereo unspecified),.,-0.5,-0.3,6,-2,-9,0,-2,-10,-6
CC(C)CCNC(=O)C(C)N(C(=O)Cn1nnc(-c2ccc(F)cc2)n1)C1CCCC1 (stereo unspecified),5,0.4,2.4,27,3,2,1,-2,-32,-3
CC(C)COCC(CN(Cc1ccccc1)c1ccccc1)N1CCCC1 (stereo unspecified),-1,-0.3,-0.7,22,-4,4,10,2,15,-12
CC(C)(C)OC(=O)N/N=C/c1ccc(N2CCOCC2)s1,1,-3.1,-0.1,2,1,-18,13,0,5,2
COc1cc(OC)cc(C(=O)N2CCN(C3CCN(Cc4ccccc4)CC3)CC2)c1,-17,-0.9,-1.7,1,-4,9,8,3,4,-8
Cc1c([N+](=O)[O-])cc(C(=O)Nc2ccc(Cc3ccncc3)cc2)cc1[N+](=O)[O-],-3,-2.0,-1.9,2,-3,-17,2,3,-12,-12
Cc1ccc2cc(CN(CCCN3CCOCC3)C(c3nnnn3Cc3ccco3)C(C)C)c(=O)[nH]c2c1C (stereo unspecified),-1,-1.0,0.2,14,-3,3,1,0,47,-1
CN(CCc1ccccc1)C(=O)c1ccc(NC(=O)Cc2ccc(NC(=O)C3CCCN(C(=O)C4CC4)C3)cc2)cc1 (stereo unspecified),7,-0.7,-1.0,-9,-6,-2,0,0,0,-1
CC1(C)C(=O)OC(C(=O)c2ccccc2)C(C)(C)C1=O (stereo unspecified),-4,0.0,-0.6,-6,-3,1,-2,-2,14,-3
COc1ccccc1NC(=O)CSc1nnc(COc2ccccc2OC)n1C,-3,-1.7,-0.2,-9,2,-4,1,1,-28,-6
Cc1nc2ccc([N+](=O)[O-])cc2c(=O)n1Cc1ccc(Cl)cc1,-3,1.1,-1.0,-3,-2,-2,-5,2,-18,0
CCc1ccccc1NC(=O)COc1ccc2c(c1)OCO2,.,-0.3,-0.3,9,-2,5,1,-13,1,0
O=C(N/N=C\c1ccccn1)c1cccc(C(=O)N/N=C\c2ccccn2)n1,8,2.9,1.3,-1,1,1,6,2,13,-9
FC(F)(F)COc1nc(N2CCCCC2)nc(N2CCNCC2)n1,0,-2.1,0.2,-3,-2,0,-3,0,5,-7
N/C(=N\OC(=O)CC1CCCCC1)c1cccc([N+](=O)[O-])c1,-3,-0.5,0.6,0,2,-16,-6,-1,-11,3
Cc1ccc(N2C(=O)C(CC(=O)Nc3cccc(F)c3)N(C3CC3)C2=O)cc1 (stereo unspecified),.,0.4,-1.2,-1,3,3,3,-2,21,-3
COc1ccc(C2=NOC(C(=O)Nc3ccc(C)cc3)C2)cc1OC (stereo unspecified),-2,0.2,-3.1,-21,-3,2,-2,-3,-1,3
COCCn1c(SCc2nc3sc(C(=O)OC)c(C)c3c(=O)[nH]2)nc2ccccc21,-2,0.1,1.3,9,5,6,3,2,-21,-3
O=C(CSc1nnc2nnc3ccccc3n12)N1CCOCC1,-1,-1.3,0.8,10,-5,7,5,0,-5,-4
Cc1ccc(C2(c3noc(CN(C)CC4COCCO4)n3)CCCC2)cc1 (stereo unspecified),-4,-3.2,-1.2,-13,-3,-12,-3,2,-4,-5
CCOc1ccc(NC(=O)CN2CCC(n3cnc4cc(F)ccc43)CC2)cc1,5,-1.0,0.1,26,-5,.,.,.,-37,.
CCCCOc1ccc(C(=O)N2CCCC2)cc1,15,-1.3,2.1,-13,0,3,-5,0,-5,-2
CCOc1ccc(NS(=O)(=O)c2ccc3ncsc3c2)cc1,-3,-1.5,1.0,5,-5,4,-3,-1,12,-3
CCC(COC(=O)Nc1cccc(C)c1)NC(=O)OCC(C)C (stereo unspecified),-1,-0.9,1.2,1,-6,-1,-1,-3,-14,-6
Cn1cc(CCNC(=O)CCc2nnc(CCCCc3ccccc3)o2)cn1,-1,-1.7,0.9,-1,-2,-2,4,2,5,-12

# Reformatted with tabs: part of the list above
SMILES	CAL PDZ FP-1	CAL PDZ FP-2	LANA DNA inh	Rtt109 Vps75	Keap1 Nrf2 FP	PKA-R2B act	RTF Ca sens act	DAGLB inhibitor	SR-BI uptake up	RTF Ca sens inh
CC(=O)N1c2ccc(S(=O)(=O)N3CCCC(C(=O)Nc4cc(C)cc(C)c4)C3)cc2CC1C (stereo unspecified)	.	-0.5	-0.3	6	-2	-9	0	-2	-10	-6
O=C(N/N=C\c1ccccn1)c1cccc(C(=O)N/N=C\c2ccccn2)n1	8	2.9	1.3	-1	1	1	6	2	13	-9
Cn1cc(CCNC(=O)CCc2nnc(CCCCc3ccccc3)o2)cn1	-1	-1.7	0.9	-1	-2	-2	4	2	5	-12
CC(C)CCNC(=O)C(C)N(C(=O)Cn1nnc(-c2ccc(F)cc2)n1)C1CCCC1 (stereo unspecified)	5	0.4	2.4	27	3	2	1	-2	-32	-3
Cc1ccc(N2C(=O)C(CC(=O)Nc3cccc(F)c3)N(C3CC3)C2=O)cc1 (stereo unspecified)	.	0.4	-1.2	-1	3	3	3	-2	21	-3

# (more compounds)
SMILES,CAL PDZ FP-1,CAL PDZ FP-2,LANA DNA inh,Rtt109 Vps75,Keap1 Nrf2 FP,PKA-R2B act,RTF Ca sens act,DAGLB inhibitor,SR-BI uptake up,RTF Ca sens inh
CCCCNc1ncnc2c1cnn2-c1ccc(C)cc1C,.,0.2,-1.1,-1,0,-8,9,2,-6,-8
CC(C)C(=O)Nc1nnc(S(=O)(=O)N2CCCCCC2)s1,.,0.3,0.9,1,-1,-10,0,1,.,5
O=C1c2ccccc2S(=O)(=O)N1CC1CC(c2ccccc2)=NO1 (stereo unspecified),-5,-1.2,-1.0,14,0,13,-5,2,12,-20
C=CC(O)(C#CCN(CC)CC)c1ccccc1 (stereo unspecified),-1,-0.1,-2.5,-11,-3,6,-2,-4,15,8
COc1ccc(/C=C2/CCOC2=O)cc1,-3,-0.7,-2.4,-5,0,-4,2,-3,11,-4
Cc1cccc(C)c1OCC(O)CNC(C)c1ccccc1 (stereo unspecified),-4,-0.1,-0.7,1,-7,-1,-4,2,-9,0
O=C(Cc1ccccc1)N[C@@H]1c2ccccc2CC[C@@H]1OCc1ccccc1,-3,1.2,-0.9,-2,-2,-2,4,-5,1,-5
C/C(=N\NC(=O)c1ccc(NS(=O)(=O)c2cccs2)cc1)c1ccc2c(c1)OCO2,-2,-1.0,-2.4,2,-5,-1,-1,0,3,3
O=C(O)c1cccc(CSc2ncccn2)c1,-3,-1.3,-2.6,-12,0,-10,-4,-1,3,-3
CN(C)C(=O)NC1C=CS(=O)(=O)C1 (stereo unspecified),.,-0.3,-1.4,1,4,0,8,-2,-6,3
CCN(CC)C(=O)Cn1cc(S(=O)(=O)CC(=O)N2CC(C)OC(C)C2)c2ccccc21 (stereo unspecified),-8,-1.5,-1.3,3,-6,-4,0,-1,-6,-8
COCC1CCN(C(=O)c2ccc3oc(Cc4ccccc4)nc3c2)C1 (stereo unspecified),-5,-3.7,-0.1,5,2,-7,-2,0,6,-9
CCOC(=O)c1c(NC(=O)c2cccc([N+](=O)[O-])c2C(=O)O)sc2c1CCCC2,-9,-1.5,-0.9,-6,3,3,7,4,20,-4
COc1ccc(C)cc1NCc1ccc([N+](=O)[O-])cc1,2,-1.1,0.1,1,-3,-22,-10,1,4,0
COc1ccc(C)cc1NC(=O)NC(C)c1ccc2c(c1)OCO2 (stereo unspecified),-2,-1.5,1.3,-23,0,-3,-3,-4,-2,-2
CCOC(=O)C1(C)NC(c2ccco2)C2C(=O)N(c3ccc(C)cc3)C(=O)C21 (stereo unspecified),1,-2.2,0.7,.,1,-4,-4,2,3,-1
COc1ccc(NC(=O)CSc2nnc3ccc(-c4cccnc4)nn23)cc1OC,-4,-2.0,-1.2,6,-2,-10,0,-5,6,-15
Clc1cccc(CON/C=N/c2ncnc3sccc23)c1,-5,-1.6,0.8,7,2,-5,-1,-6,14,-2
O=C1NC(=O)/C(=C\c2ccc(N3CCOCC3)o2)N1,2,0.6,3.6,1,-3,-6,7,-2,16,-4
O=C1C=C(c2c(O)ccc3ccccc23)c2ccccc2C1=O,0,-0.5,1.2,-2,-23,-1,0,0,-56,2
CC1(C)OC1(C#N)c1ccccc1 (stereo unspecified),1,0.1,3.4,-8,-3,-3,-2,-1,21,8
N#Cc1nc(-c2cccs2)oc1NCC1CCCO1 (stereo unspecified),4,-0.4,-3.0,15,2,19*,0,3,17,-8
O=C(O)CCc1ccc(-c2cccs2)n1NC(=O)c1ccc(Cl)cc1Cl,2,-0.3,-0.5,2,-1,-3,-9,5,0,-3
CC(C)COc1cccc(C(=O)N2CCN(C(=O)c3ccco3)CC2)c1,-1,0.0,-1.1,2,-4,0,-3,2,-8,-3
CCOC(=O)C1=C(SCC(=O)Nc2ccccc2)NC(=O)C(C#N)C12CCCCC2 (stereo unspecified),-1,-0.4,-0.4,4,-2,-13,0,-3,-34,5
Cc1ccc(C2(C)NC(=O)N(CC(=O)NCCC3=CCCCC3)C2=O)cc1 (stereo unspecified),-4,-2.7,0.0,-7,2,4,-3,-1,0,-3
CCC(=O)N1CCN(c2ccc(NC(=O)c3ccc(N4CCCC4)c([N+](=O)[O-])c3)cc2)CC1,-4,-2.6,1.4,0,-3,-3,-4,0,-41,-22

# Quoted at random: two entries already listed, in no set order.
SMILES,CAL PDZ FP-1,CAL PDZ FP-2,LANA DNA inh,Rtt109 Vps75,Keap1 Nrf2 FP,PKA-R2B act,RTF Ca sens act,DAGLB inhibitor,SR-BI uptake up,RTF Ca sens inh
CCCCNc1ncnc2c1cnn2-c1ccc(C)cc1C,.,0.2,-1.1,-1,0,-8,9,2,-6,-8
CC(C)C(=O)Nc1nnc(S(=O)(=O)N2CCCCCC2)s1,.,0.3,0.9,1,-1,-10,0,1,.,5
